# Tb PFK inh: T. brucei PFK enzyme inhibition. O15648. T. brucei PFK, ADP-Glo luminescence. Potency, µM (highest dose often 57.5 µM), inactives show at the highest dose activity, negative = inhibition, usual class: inhibitors. 330,000 tested, 0.17% active;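 further: potency means the concentration at half of the fitted maximal effect; 0% = uninhibited 1x PFK enzyme wells and -100% = no-enzyme wells; nearly all actives have a fitted effect of over 60% in size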
# Target sequence (O15648 whole entry, looked up): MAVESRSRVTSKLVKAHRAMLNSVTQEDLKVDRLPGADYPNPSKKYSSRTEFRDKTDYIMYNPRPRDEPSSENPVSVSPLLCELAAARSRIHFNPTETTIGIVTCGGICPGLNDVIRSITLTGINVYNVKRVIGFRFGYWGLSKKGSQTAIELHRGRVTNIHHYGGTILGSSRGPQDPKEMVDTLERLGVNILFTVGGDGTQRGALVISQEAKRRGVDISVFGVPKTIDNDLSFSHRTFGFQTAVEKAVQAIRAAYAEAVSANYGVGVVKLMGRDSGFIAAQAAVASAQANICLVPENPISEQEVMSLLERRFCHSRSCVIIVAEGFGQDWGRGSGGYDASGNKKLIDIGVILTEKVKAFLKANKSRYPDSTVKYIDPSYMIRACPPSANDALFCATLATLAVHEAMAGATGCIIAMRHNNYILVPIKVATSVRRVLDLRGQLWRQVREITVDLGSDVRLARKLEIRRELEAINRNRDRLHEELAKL
#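 PFK 1.25 nM, F6P 0.5 mM, ATP 0.1 mM, 0.1 M TEA pH 8.0, 5 mM MgCl2, 0.01% Tween20, 0.1% BSA; 45 min RT. ADP-Glo readout. qHTS titration up to 57 uM; curves fitted, compounds curve-classed.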
# Giardia killer: kills Giardia lamblia. 340,000 tested, 0.15% active. Giardia lamblia trophozoite viability. AID 540267. activity change, % at 7.66 µM, hits read low; in the data active means activity change below about -80%; inconclusive means between about -30% and that limit;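 further: parasites exposed to compound for two days anaerobically before the ATP read; on the % scale 0 is the no-effect control and ±100 the full control effect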
#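 Giardia trophozoites, 100 cells per well, were exposed to compounds for 48 hrs at 37 deg C under anaerobic conditions; viability was then read as ATP content by bioluminescence after 15-30 min at room temperature.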
# GALK inhibitor: inhibitors of human galactokinase. P51570. Purified GALK, Kinase-Glo residual ATP luminescence. Potency, µM (series often up to 57.5 µM), inactives show at the highest dose activity change, negative = inhibition, actives largely listed as inhibitors. 270,000 tested, 0.007% active. AID 1868; further: potency means the concentration at half of the fitted maximal effect; on the % scale 0 is the no-effect control and ±100 the full control effect
# Target sequence (P51570 whole entry, looked up): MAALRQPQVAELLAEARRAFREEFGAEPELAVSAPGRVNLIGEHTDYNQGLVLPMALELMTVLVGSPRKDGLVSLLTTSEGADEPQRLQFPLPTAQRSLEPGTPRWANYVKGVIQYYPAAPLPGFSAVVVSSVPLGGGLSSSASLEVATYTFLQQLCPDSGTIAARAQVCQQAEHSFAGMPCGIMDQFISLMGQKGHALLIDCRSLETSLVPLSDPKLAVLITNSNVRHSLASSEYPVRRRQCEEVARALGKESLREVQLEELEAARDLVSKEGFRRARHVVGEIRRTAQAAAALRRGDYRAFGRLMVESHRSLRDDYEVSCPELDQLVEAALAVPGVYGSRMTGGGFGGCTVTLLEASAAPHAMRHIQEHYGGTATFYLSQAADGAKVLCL
#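 Compounds were pin-transferred into ATP buffer (35 uM final), then GALK plus galactose (5 nM, 100 uM final) was added. After 1 h at room temperature, Kinase-Glo Plus was added and luminescence read after 10 min.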
# Menin MLL FP TR: displaces Texas Red mutant MLL peptide from human menin. O00255. Menin + Texas Red MLL mutant peptide, fluorescence polarization. Potency, µM (top dose mostly 61.6 µM), for inactives: at the top dose FP activity change, negative = inhibition, hits mostly inhibitors. 270,000 tested, 0.23% active. AID 1768; active means well fitted inhibition curve with a large enough effect in the polarisation, with a control signal flat, not every such curve was filed as active; inconclusive means small, poorly fitted or top-dose-only effect, or effect the other way, or a change in a side signal; inactive means no such curve, though single readings can be large or run the other way; the % refers to the polarisation; further: potency means the concentration at half of the fitted maximal effect; % of control where 0% means no effect; many of its hits are not listed in these tables
# a7 integrin act: integrin-mediated muscular dystrophy alleviation activation | alpha7betagal myoblasts, beta-gal FDG fluorescence, 48 h | 350,000 tested, 0.064% active | Potency, µM (doses to about 38.3 µM), without a hit: at the top dose activation, usual class: activators | AID 624291;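 further: potency means the concentration at half of the fitted maximal effect; 100% = response of the positive control SU9516; nearly all actives have a fitted effect of over 60% in size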
#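 Alpha7betagal+/- myoblasts (passage 13) were plated 16-24 hr, then exposed to compounds (1:260 dilution of DMSO stock) for 48 hours at 37C. After MPER lysis, β-galactosidase reporter activity was read as FDG fluorescence (ex 480/em 540) after 30 minutes.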
# S-ASM inh: blocks human secretory acid sphingomyelinase; P17405; placental ASM, HMU-PC fluorogenic substrate, 60 min; Potency, µM (doses to about 57.5 µM), for inactives: at the top dose activity change, negative = inhibition, actives largely listed as inhibitors; 340,000 tested, 0.006% active; further: potency means the concentration at half of the fitted maximal effect
#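 qHTS format. ASM enzyme prepared from human placenta hydrolyses the fluorogenic substrate HMU-PC0 (9 uM final) over 60 min at 37 °C after a 10 min compound preincubation.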
# TSG101-PTAP inh: blocks PTAP/TSG101 interaction to inhibit HIV-1 budding | Q99816 | Fluorescence polarization, FITC-PTAP peptide / Tsg101 binding | 340,000 tested, under 10 active | Potency, µM (series often up to 115 µM), for the others: at the top dose activity change, negative = inhibition, most hits filed as inhibitors; active means well fitted inhibition curve with a large enough effect in the main read-out, with a control signal flat, not every such curve was filed as active; inconclusive means small, poorly fitted or top-dose-only effect, or effect the other way, or a change in a side signal; inactive means no such curve, though single readings can be large or run the other way; further: potency means the concentration at half of the fitted maximal effect; % of control where 0% means no effect
#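 FP read-out: FITC-PTAP peptide, 50 nM final, binding Tsg101 binding domain, 10 uM final; 20 min, r.t.; 10 mM HEPES pH 7.5, 0.15 M NaCl, 0.01% Tween 20, 3 mM EDTA, 0.1 mM TCEP.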
# FBPA coupling cs: counter-screen for Giardia aldolase inhibitors: coupling enzyme system; coupling enzyme system counterscreen, AmpLite Red fluorescence; activity change, negative = inhibition, % at 58.2 µM, hits read low; 290,000 tested, 0.67% active; in the data active means activity change below about -30%; further: on the % scale 0 is the no-effect control and ±100 the full control effect
#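 First, compound is pin-transferred into glyceraldehyde-3-phosphate coupling-enzyme reagent at 57.5 uM final and held 10 min at RT. Next, substrate, coupling system and AmpLite Red are added. After 20 min RT, fluorescence (525/598 nm) is read.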
# B2AR arrestin: beta2AR (human) beta-arrestin recruitment activity; P07550; beta-arrestin recruitment to beta2AR, cell-based reporter; Potency, µM (highest dose often 46.1 µM), without a hit: at the top dose activation, most hits filed as activators; 330,000 tested, 0.02% active;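 further: potency means the concentration at half of the fitted maximal effect; 0% = DMSO controls and full agonism = EC100 isoproterenol or metaproterenol; nearly all actives have a fitted effect of over 65% in size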
# BCR signal inh: blocks chronic active B-cell receptor signaling | Potency, µM (titrated, usually from 46.1 µM), for inactives: top-dose ratio change, negative = lower green/red ratio, actives largely listed as inhibitors | ABC-DLBCL IkBa-CBG/CBR reporter, luminescence ratio, 4 h | 340,000 tested, 0.05% active; active means well fitted inhibition curve with a large enough effect in the signal ratio, with a control signal flat, not every such curve was filed as active; inconclusive means small, poorly fitted or top-dose-only effect, or effect the other way, or a change in a side signal; the % refers to the signal ratio;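 further: potency means the concentration at half of the fitted maximal effect; plate controls were basal doxycycline-induced cells for no effect and cells given 10 µM MG132 for full effect; MG132 reads +100%, hits lower the ratio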
#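 TMD8 human ABC-DLBCL cells with doxycycline-inducible IκBα–green luciferase fusion and unfused red luciferase, in 0.5% FBS medium; compounds up to 46 uM, 4 h at 37C. Green/red luminescence ratio, filter-overlap corrected, fitted to concentration-response curves.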
# PKM2 activator: increases activity of human pyruvate kinase M2; P14618; purified PKM2, Kinase-Glo ATP luminescence, activation; response scale: 0% is enzyme alone, no compound; Potency, µM (titrated, usually from 57.5 µM), without a hit: top-dose activation, usual class: activators; 260,000 tested, 0.34% active; further: potency means the concentration at half of the fitted maximal effect; on the % scale 0 is the no-effect control and ±100 the full control effect; nearly all actives have a fitted effect of over 55% in size
#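 ATP formation by purified human PK-M2, quantified via coupled luciferase luminescence after 1 h at room temperature with 0.1 mM ADP and 0.5 mM PEP final.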
# Active calls of the source: *; ? = inconclusive; . = not tested or not shown; [ ] = dose if it differs, or a comment. Unless noted, the call rests on the fitted dose curve; in most records, active means well fitted curve in the direction sought with a large enough effect; inconclusive means small, poorly fitted or top-dose-only effect, or another doubt; inactive means no such curve, though single readings can be large; an effect the other way counts as inactive or inconclusive.
SMILES,Tb PFK inh,Giardia killer,GALK inhibitor,Menin MLL FP TR,a7 integrin act,S-ASM inh,TSG101-PTAP inh,FBPA coupling cs,B2AR arrestin,BCR signal inh,PKM2 activator
COc1ccc(C(=O)CC(=O)O)c2c1C=CC(C)(C)O2,2%,-14,3%,-2%,-8%,18%,-5%,0,-1.3%,1%,-2%
CC(=O)c1ccc(NC(=O)C2CCCC2)cc1,1%,0,-1%,1%,18%,-1%,0%,-1,0.5%,-13%,1%
Cc1c(CCC(=O)N2CCC(C(=O)O)(c3ccccc3)CC2)c(=O)oc2cc3oc4c(c3cc12)CCCC4,-4%,-19,.,1%,7%,204%[activator],-1%,9,8.8%,?,2%
CCOCCCNC(=O)CCNC(=O)c1cc(OC)c(OC)c(OC)c1,-2%,10,3%,15%,1%,5%,-3%,4,-0.3%,3%,0%
CN1C(=O)/C(=C2\SC(=S)N(CC3CCCO3)C2=O)c2ccccc21 (stereo not given),-2%,.,1%,0%,.,.,.,0,0.4%,2%,5%
Cc1cccnc1NC1OC(=O)c2ccccc21 (stereo not given),0%,3,-2%,-2%,21%,0%,1%,-1,-0.1%,?,8%
Cc1ccc(S(=O)(=O)Cc2cccc(C(=O)N3CCOCC3)c2)cc1,-9%,-29,2%,-1%,1%,0%,-1%,1,-2.0%,?,1%
Cc1ccccc1CNC1CCCCC1,-10%,-6,2%,6%,3%,1%,-1%,2,-0.6%,2%,19%
COc1nnc(-c2ccc(C)c(S(=O)(=O)NCC3CCCO3)c2)c2ccccc12 (stereo not given),0%,0,4%,.,5%,2%,-17%,0,-0.2%,-18%,.
O=C(Cc1ccc(-n2c(=O)[nH]c3ccccc3c2=O)cc1)N1CCN(c2cccc(Cl)c2)CC1,?,-3,0%,19%,-35%,-12%,-8%,3,0.3%,?,2%
COc1ccccc1C1=NOC(COC(=O)c2ccc3ccccc3n2)C1 (stereo not given),-4%,14,-4%,-4%,-14%,-2%,-9%,.,-0.2%,-1%,-3%
CCCCNC(=O)Cn1c(=O)oc2cc(S(=O)(=O)N3CC(C)CC(C)C3)ccc21 (stereo not given),-8%,24,1%,8%,1%,3%,-5%,1,0.2%,-1%,-1%
COc1cccc(CNC(=O)c2ccc(OC)c(S(=O)(=O)NC3CCCC3)c2)c1,0%,-13,.,.,-4%,-5%,0%,.,-0.9%,7%,.
CN1CCN(S(=O)(=O)c2cccc(C(=O)Nc3nccs3)c2)CC1,-3%,16,0%,.,11%,3%,0%,2,-0.2%,-6%,-4%
Cn1c(SCC(=O)NNC(=O)c2ccc(Br)cc2)nnc1-c1cccnc1,-6%,9,2%,-11%,14%,-1%,-4%,5,-0.2%,5%,13%
COc1ccc(CCNC(=O)C(=O)Nc2nccs2)cc1OC,1%,6,-2%,-21%,-17%,2%,-3%,-1,-0.1%,1%,0%
CCc1cccc(CC)c1NC(=O)COC(=O)c1ccccc1-c1nc2ccccc2s1,-4%,0,0%,-7%,-27%,3%,1%,2,3.1%,?,12%
COc1ccccc1N(CC(=O)NCCN1CCOCC1)S(=O)(=O)c1ccccc1,0%,0,1%,12%,0%,6%,-3%,0,-0.4%,6%,.
Cc1cc2c(c(SCC(=O)N(C)c3ccccc3)n1)C(=O)OC2,-6%,-2,0%,6%,18%,0%,2%,3,-0.1%,3%,0%
C[C@@H](NC(=O)Cn1ccc(N)nc1=O)c1cccc2ccccc12,-1%,-5,.,.,10%,-1%,-2%,.,-0.3%,-2%,.
COc1ccc(NC(=O)N2CCCc3cccc(C)c32)cc1,-5%,-1,1%,.,27%,7%,-6%,-3,-0.4%,-22%,-9%
Cc1cccc(-c2nnc3sc(-c4ccccc4)nn23)c1,-1%,6,0%,-22%,-13%,-1%,-4%,3,-0.7%,5%,-2%
C/C(=C\C(=O)c1ccc(Cl)cc1Cl)N(C)C,-3%,4,14%,-4%,24%,-2%,-3%,3,-0.2%,1%,1%
CCOc1ccc(CC(=O)N/N=C(\C)c2cccnc2)cc1,3%,4,-5%,5%,0%,5%,-4%,2,-1.2%,4%,-1%
CC(=O)Nc1ccccc1OCCOc1ccc(Br)cc1,0%,7,13%,-14%,0%,-1%,0%,-4,0.0%,2%,5%
# (list continues)
SMILES,Tb PFK inh,Giardia killer,GALK inhibitor,Menin MLL FP TR,a7 integrin act,S-ASM inh,TSG101-PTAP inh,FBPA coupling cs,B2AR arrestin,BCR signal inh,PKM2 activator
COc1ccccc1/C=C\C(=O)NCC(=O)N/N=C(\C)Cc1ccccc1,0%,-16,-2%,.,1%,3%,1%,2,-0.9%,-1%,0%
Cc1ccc(NC(=O)C2(c3ccccc3)CCOCC2)c([N+](=O)[O-])c1,-8%,11,1%,6%,-4%,1%,-8%,-1,-0.6%,1%,6%
CC1CCCCC12NC(=O)N(CC(=O)Nc1ccc(Cl)c(S(=O)(=O)N3CCOCC3)c1)C2=O (stereo not given),-12%,-13,.,.,-45%,0%,-8%,.,-0.4%,-16%,.
COC(=O)Nc1ccc(S(=O)(=O)N2CCC(C(=O)NC3CCCCC3)CC2)cc1,0%,4,0%,-1%,-11%,-2%,-7%,-1,-0.5%,-3%,-1%
Cc1cc(NC(=O)CCC(=O)N(c2cccc(F)c2)C(C(=O)NC2CCCC2)c2ccncc2)no1 (stereo not given),-1%,-12,6%,1%,7%,7%,-3%,1,2.6%,-2%,2%
CCCCN(C)CCNC(=O)c1c[nH]c2ccc(S(=O)(=O)N(CC)CC)cc2c1=O,-1%,7,-1%,14%,-10%,1%,-3%,3,-0.1%,-1%,-1%
O=C(NCC(=O)N(c1cccnc1)C(C(=O)NC1CCCCC1)c1cccnc1)c1ccco1 (stereo not given),-2%,2,1%,-7%,-20%,4%,0%,3,0.0%,-1%,-6%
Cc1cc(C)c(C(=O)CSc2nc3ccccc3c(=O)[nH]2)cc1C,1%,4,7%,3%,1%,5%,-3%,1,-0.1%,0%,0%
COC(=O)c1nc(NC(=O)c2ccc(F)cc2)n[nH]1,2%,-8,3%,-24%,12%,-2%,-1%,1,-0.1%,-3%,5%
COc1ccc(NS(=O)(=O)c2cccc(C(=O)NCC(c3ccco3)N3CCCC3)c2)cc1 (stereo not given),-3%,-2,.,.,-10%,3%,-3%,.,-0.6%,-1%,.
COc1cccc(-c2cc(C(=O)N3CCN(c4ncccn4)CC3)c3ccccc3n2)c1,10%,-23,1%,11%,-19%,-6%,-5%,0,0.0%,-6%,8%
O=C(NCc1ccccc1)c1cccc(S(=O)(=O)N2CCCCC2)c1,0%,0,-1%,13%,-9%,2%,1%,0,0.0%,10%,1%
Cc1nnc(SC(C)C(=O)Nc2ccc3c(c2)OCCO3)s1 (stereo not given),-4%,5,-2%,-18%,-2%,-3%,-2%,-4,0.1%,-11%,-2%
CCOc1ccc(C(=O)c2nc3c(n2O)CCCCC3)cc1,0%,5,-2%,-21%,-19%,1%,-5%,1,-0.1%,-11%,1%
O=C(NCCCl)NNC(=O)c1cc2ccccc2cc1O,-2%,14,-1%,.,14%,13%,-6%,-3,0.0%,-8%,4%
CCCC(=O)Nc1ccc(Cl)c(NC(=O)c2ccc(Br)o2)c1,.,3,-1%,5%,3%,-4%,-8%,-1,.,.,0%
COc1cccc(N2C(=O)CC(N3CCC(c4nc5ccccc5[nH]4)CC3)C2=O)c1 (stereo not given),0%,5,0%,0%,-14%,2%,-4%,0,-0.9%,3%,-5%
COc1cc(C(=O)NCC2CCCO2)ccc1OCc1ccccc1 (stereo not given),-5%,33[activator],5%,.,-3%,5%,-1%,.,-0.4%,4%,-3%
Cc1cccc(CS(=O)(=O)c2ncc(Cl)c(C(=O)Nc3c(C)cccc3C)n2)c1,-5%,-17,-3%,.,-64%[inhibitor],-2%,-1%,.,0.1%,?,.
CC(Oc1ccc(Br)cc1)C(=O)NC1CCN(Cc2ccccc2)CC1 (stereo not given),-10%,-15,.,.,-34%,.,-4%,.,-0.9%,0%,.
COc1ccc(NC(=O)CN(C)CC(=O)NCCc2ccc(F)cc2)cc1,-3%,9,.,.,5%,1%,-1%,.,-0.1%,2%,.
COc1ccc(NC(=O)CCC(=O)N/N=C/c2cccnc2)cc1,-6%,?,-3%,.,19%,-6%,-15%,.,0.1%,-9%,.
CC1CCN(C2=C(NS(=O)(=O)c3ccc(Cl)cc3)C(=O)c3ccccc3C2=O)CC1,-1%,12,3%,-14%,0%,0%,-1%,-34*,0.0%,?,-10%

# Assay outcomes deposited in PubChem by National Center for Advancing Translational Sciences (NCATS).

# Some of the compounds tested (hit frequency here may not be typical).
